PPARg SRC-3 ag – agonists of human PPARgamma SRC-3 coactivator recruitment; biochemical PPARgamma/SRC-3 coactivator recruitment assay; hit rate 0.26% among 200,000; activation, % at 8 µM; AID 731; in the data active means activation above about 23%;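 further: 0% = DMSO and 100% = reference agonist; some compounds past the cut are filed as inactive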
STAT1 inh – STAT1 signaling inhibition. NIH 3T3 STAT1-luciferase reporter, IFN-gamma, luminescence. inhibition, % at 5.5 µM. hit rate 0.35% among 200,000;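 active means inhibition above a set limit, the mean inhibition across all tested compounds plus 3 SD, cut at about 34% in these data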;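 further: 0% = IFN-gamma with DMSO and 100% = IFN-gamma with 300 µM nifuroxazide; values of inactives mirror those of a sister screen read the other way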
PPARg SRC-2 ag – promotes SRC-2 coactivator recruitment by human PPARgamma; P37231; PPARgamma LBD-SRC-2 recruitment, biochemical; activation, % at 8 µM; hit rate 0.34% among 200,000; in the data active means activation above about 22%;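 further: 0% = vehicle and 100% = reference agonist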
PPARg SRC-1 ag – agonists of human PPARgamma SRC-1 coactivator recruitment; AID 631; hit rate 0.41% among 200,000; P37231; activation, % at 8 µM; PPARgamma-SRC-1 coactivator recruitment biochemical assay; in the data active means activation above about 19%;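 further: 0% = DMSO and 100% = reference agonist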
bIAP inh – intestinal alkaline phosphatase (bovine) inhibition. purified bovine IAP, CDP-star luminescence, 30 min. inhibition, % at 20 µM. 190,000 tested, under 10 active;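 active means over 50% inhibition of intestinal alkaline phosphatase at 20 µM in the single-dose screen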
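System: purified bovine intestinal alkaline phosphatase (IAP) enzyme; Input: IAP diluted 1/65,000,000 in the well; Measured by: CDP-star luminescence signal; Compound dosing: 20 µM single dose; Incubation: 30 min reaction at room temperature.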
bIAP act – increases bovine intestinal alkaline phosphatase activity | purified bovine IAP, CDP-star luminescence, 30 min; hits give high values; fold of DMSO-control signal, blank-subtracted | activation factor at 20 µM | hit rate 0.17% among 200,000;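 active means activation factor of 2 or more at 20 µM, a signal rise over negative controls twice the positive control's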
STAT3 activator – STAT3 signaling activation; hit rate 0.91% among 190,000; activation (% of control), % at 5.6 µM; U3A cells, IL-6 STAT3-luciferase reporter, luminescence; 100% = signal with IL-6 EC80 alone;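 active means activation above the screen-wide mean of compound activation plus 3 SD, cut at about 130% in these data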;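 further: 0% = background luminescence of wells with medium and substrate only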
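Test system: Human STAT1-deficient U3A cells with stable STAT3-luciferase reporter | Also added: Interleukin-6, 33 ng/mL | Timing: Compound pre-incubation 1 h before IL-6, then 6 h stimulation at 37 °C | Technique: Luciferase reporter luminescence | Read-out: Percent of IL-6-only median luminescence | Benchmarks: IL-6-only wells as 100% reference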
TNAP act hiacc – activators of human TNAP at high phosphate acceptor concentration; activation factor at 20 µM; AID 1136; 200,000 tested, under 10 active; P05186; purified TNAP, CDP-star luminescence, 1 M DEA, 30 min; hits give high values; 0 = EDTA background, 1 = DMSO-only activity;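 active means activation factor at least 2 at 20 µM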
Target sequence (P05186 whole entry, looked up): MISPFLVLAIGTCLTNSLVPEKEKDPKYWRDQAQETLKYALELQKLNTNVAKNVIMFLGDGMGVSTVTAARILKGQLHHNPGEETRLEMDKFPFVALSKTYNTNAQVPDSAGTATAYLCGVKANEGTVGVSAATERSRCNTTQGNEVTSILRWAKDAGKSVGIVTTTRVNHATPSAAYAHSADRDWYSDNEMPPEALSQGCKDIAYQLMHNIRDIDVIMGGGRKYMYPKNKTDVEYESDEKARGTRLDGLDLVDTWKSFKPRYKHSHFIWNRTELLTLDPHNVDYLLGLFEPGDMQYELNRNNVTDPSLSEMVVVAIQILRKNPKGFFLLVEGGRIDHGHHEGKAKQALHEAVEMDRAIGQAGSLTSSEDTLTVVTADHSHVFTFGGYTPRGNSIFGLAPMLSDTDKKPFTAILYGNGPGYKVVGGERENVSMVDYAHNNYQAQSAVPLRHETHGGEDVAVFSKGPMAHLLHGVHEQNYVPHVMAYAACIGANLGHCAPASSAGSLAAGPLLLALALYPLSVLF
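Test system – human TNAP · Doses – 20 µM single point · Incubation – 30 min, room temperature · Signal – luminescent substrate turnover signal · Read-out basis – activation factor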
ROMK primary – modulators of human ROMK potassium channel; P48048; Tet-inducible ROMK, thallium flux fluorescence; actives lie on both sides; B-score at 10 µM; hit rate 2% among 130,000; AID 1918;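 active means signal ratio slope over the read window, or its plate-corrected B-score, at least 3 SD from the plate mean, either direction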;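 further: B-score of the F/F0 ratio slope over 7 to 12 s after thallium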
Target sequence (P48048 whole entry, looked up): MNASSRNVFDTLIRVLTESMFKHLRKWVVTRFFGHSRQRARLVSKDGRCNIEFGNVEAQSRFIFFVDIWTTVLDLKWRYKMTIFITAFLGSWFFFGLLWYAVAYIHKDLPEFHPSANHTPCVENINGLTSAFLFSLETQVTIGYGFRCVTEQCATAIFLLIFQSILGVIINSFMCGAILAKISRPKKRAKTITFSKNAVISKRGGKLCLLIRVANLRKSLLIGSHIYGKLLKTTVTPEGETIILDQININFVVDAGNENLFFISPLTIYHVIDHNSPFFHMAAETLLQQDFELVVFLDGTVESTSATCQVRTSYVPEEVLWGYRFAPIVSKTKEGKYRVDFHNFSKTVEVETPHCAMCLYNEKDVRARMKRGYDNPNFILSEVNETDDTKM
TR-FRET SRC-2 ct – counter-screen for PPARgamma SRC-2 recruitment agonists: TR-FRET artefact; hits give high values; TR-FRET ratio at 8 µM; hit rate 0.4% among 200,000; AID 1049; in the data active means TR-FRET ratio above about 2000; further: inactives centre near 1500
STAT3 inh – inhibitors of IL-6 induced STAT3 signaling. U3A cells, IL-6 STAT3-luciferase reporter, luminescence; host cell line lacks STAT1. inhibition, % at 5.5 µM. hit rate 0.89% among 190,000;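 active means inhibition above the mean inhibition across all screened compounds plus 3 SD, cut at about 44% in these data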;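 further: 0% = DMSO only wells and 100% = 100 µM nifuroxazide control wells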
Numbers without * were called inactive; nt = not tested or not shown. An unsorted share of the library; overall some 3.7% were active at least once.

Value order: STAT1 inh | TNAP act hiacc | STAT3 inh | TR-FRET SRC-2 ct | bIAP inh | PPARg SRC-2 ag | STAT3 activator | PPARg SRC-3 ag | bIAP act | ROMK primary | PPARg SRC-1 ag
CN(C)S(=O)(=O)c1ccc(C(=O)Nc2ccccc2C(=O)O)cc1
  4 | 1 | -4 | 1531 | -4 | 9 | 104 | -4 | 1 | 0.37 | -3
Cc1nn(C(C)c2nc(-c3ccccc3)no2)c(C)c1[N+](=O)[O-] (centres undefined)
  -6 | 1 | 6 | 1363 | 11 | -3 | 101 | 1 | 0.9 | 0.32 | 3
O=C(CCNS(=O)(=O)c1cccc2nonc12)NCCc1ccc(Cl)cc1
  6 | 1 | 15 | 1500 | 13 | 3 | 92 | 0 | 0.9 | nt | 3
Cc1cc(NC(=O)Cn2cc([N+](=O)[O-])cn2)n(Cc2ccc(F)cc2)n1
  10 | 1 | 10 | 1556 | -9 | 8 | 96 | -4 | 1.1 | -0.29 | -2
COc1ccccc1N1CCN(C(=O)Nc2cccc(Cl)c2)CC1
  4 | 1.1 | 20 | 1662 | 2 | 11 | 83 | 3 | 1 | -1.2 | 3
CCCNc1nc2c(c(=O)[nH]c(=O)n2C)n1Cc1cccc(Br)c1
  8 | 1 | 18 | 1664 | 4 | 1 | 90 | -3 | 1 | nt | 0
CCn1c(CSc2nnc(-c3ccc4c(c3)OCO4)o2)nc2cc(S(=O)(=O)N(C)C)ccc21
  9 | 1 | 17 | 1493 | 7 | -2 | 89 | 2 | 0.9 | nt | 2
FC(F)(F)c1cc(Cl)c2nnc(-c3cccnc3)n2c1
  -1 | 1.1 | 4 | 1422 | 3 | -1 | 101 | -2 | 1 | nt | 5
COC(=O)c1ccccc1NC(=O)CN(CCc1ccccc1)S(C)(=O)=O
  5 | 1 | 12 | 1441 | 11 | -1 | 93 | -9 | 0.9 | nt | -3
Cc1cccc(NC(=O)c2cccc(NS(=O)(=O)c3ccc(Cl)cc3)c2)c1
  5 | 1 | 4 | 1619 | -3 | 1 | 103 | 9 | 1 | nt | 2
NC(=O)Nc1ccc2c(c1)OCCO2
  -6 | 1.1 | -4 | 1500 | 15 | 7 | 104 | -2 | 0.9 | -0.18 | 7
Cc1ccc(-n2cc(C(=O)c3ccc4ccccc4c3O)cn2)cc1
  1 | 1 | -4 | 1533 | 0 | 5 | 106 | -20 | 1 | nt | 0
O=C1c2ccccc2-c2c1cccc2C(=O)N1CCOCC1
  -2 | 1 | 0 | 1774 | 20 | -1 | 101 | 14 | 0.8 | nt | -1
Cc1ccc2nc3c(cc(C#N)c(=N)n3CCCN3CCOCC3)c(=O)n2c1
  -4 | nt | 6 | 1522 | nt | 5 | 97 | 8 | nt | 0.45 | 2
Cn1c(-c2ccc(N)cc2)nc2ccccc21
  -9 | 1 | 9 | 1587 | 5 | 9 | 97 | -2 | 0.9 | nt | 4
CC(C)NC(=O)NC(=O)CSc1nnc(COc2ccccc2Cl)o1
  0 | 1 | 6 | 1657 | 13 | 2 | 97 | -6 | 0.9 | nt | 2
N#CCSc1nnc(COc2cccc3ccccc23)n1-c1ccccc1
  5 | 1.1 | 14 | 1476 | 4 | 3 | 88 | -1 | 1 | -0.45 | -1
CC(C)NC(=O)c1ccc(S(=O)(=O)N(C)C)cc1
  5 | 1 | 8 | 1808 | -4 | 2 | 101 | 4 | 1 | -0.0092 | 14
CN(C(=O)CO/N=C/c1ccc(Cl)cc1)c1ccccc1
  -10 | 1.1 | 7 | 1572 | -4 | 1 | 98 | 3 | 1 | -0.049 | 3
CCc1cccc(C)c1NC(=O)c1ccc(CN2CCc3ccccc3C2)cc1
  -4 | 1 | 4 | 1378 | 20 | -3 | 99 | -1 | 0.8 | nt | -5
CN1CCN(NC(=O)CN(C)S(=O)(=O)c2cc(Cl)ccc2Cl)CC1
  0 | 1.1 | 4 | 1671 | -2 | -2 | 102 | 2 | 1 | -0.21 | -6
Cc1ccc2nc(C3CCCN(C(=S)Nc4cccc(C)c4C)C3)[nH]c2c1 (centres undefined)
  -1 | 1.1 | 4 | 1648 | -2 | 11 | 97 | 1 | 1 | nt | 0
O=C(NCc1cccnc1)c1ccccn1
  1 | 1 | 6 | 1456 | -4 | 1 | 97 | 3 | 1 | 1.1 | 0
O=C(Cn1c(=O)oc2ccccc21)N1CCOCC1
  0 | 1 | 1 | 1439 | -9 | 0 | 106 | 1 | 1.1 | 0.56 | 10
O=C(C1CCCN(S(=O)(=O)c2ccc(Cl)cc2)C1)N(Cc1cccs1)C1CC1 (centres undefined)
  4 | 1.1 | 5 | 1692 | 2 | 6 | 100 | 8 | 1 | -4* | 3
CC(C)(C)NC(=O)CSC(=Nc1ccccc1F)NC#N
  -1 | 1 | 8 | 1469 | -9 | -4 | 96 | -5 | 1.1 | 0.37 | 5
CC1CCCN(CC(O)COCc2ccccc2)C1 (centres undefined)
  -6 | 1 | -4 | 1535 | 0 | 3 | 103 | 0 | 1 | nt | -5
CC(C)C(=O)Nc1nc2cc3c(cc2s1)OCO3
  -11 | 1 | 27 | 1552 | 16 | -1 | 84 | -5 | 0.8 | nt | 5
CCOC(=O)C1(CCCc2ccccc2)CCN(C(=O)c2cnn(CC)c2)CC1
  12 | 1 | 2 | 1595 | -5 | -4 | 101 | 0 | 1 | 0.41 | -2
CN(C(=O)c1ccc(Cl)cc1)C1=CCCCC1CCC#N (centres undefined)
  0 | 1.1 | -5 | 1558 | 5 | 4 | 106 | 2 | 0.9 | 0.54 | -2
COc1ccc(OC)c(NC(=S)NCCC(c2ccccc2)c2ccccc2)c1
  1 | nt | -8 | 1321 | nt | -5 | 112 | -11 | nt | nt | -10
NC(=O)C1CCN(C(=S)NCCc2ccccc2)CC1
  -2 | 1.1 | 14 | 1779 | -3 | 5 | 92 | 3 | 1 | 0.2 | 2
COCCCNC(=O)C1CCC(=O)N1Cc1ccccc1Cl (centres undefined)
  -1 | 1.1 | 7 | 1556 | 7 | 9 | 99 | 2 | 0.9 | nt | 2
CCCN(CCC)C(=O)CC(c1ccccc1)c1cc(Br)ccc1O (centres undefined)
  4 | 1 | -1 | 1436 | 13 | -2 | 101 | 0 | 0.9 | -0.52 | 0
FC(F)(F)c1cccc(CNC(=S)Nc2ccccc2)c1
  -2 | 1 | 5 | 1564 | 26 | -1 | 98 | 4 | 0.7 | 0.2 | -4
COc1ccc(-c2csc(N3CCC(c4ccccc4)CC3)n2)cc1
  -2 | 1 | 1 | 1525 | 14 | 1 | 101 | 3 | 0.9 | -0.53 | -3
CC1(C)Cc2c(C#N)c(N)n(-c3ccccc3)c(=O)c2CO1
  1 | 1.1 | 5 | 1618 | 2 | 5 | 99 | -3 | 1 | nt | -2
O=C(CSc1nnc(Cc2ccccc2)n1-c1cccc(Cl)c1)NNC(=O)Cc1ccccc1
  5 | 1 | 0 | 1413 | -2 | -3 | 99 | 3 | 1 | nt | -5
CN(C)c1nnnn1-c1ccccc1Oc1ncc(C(F)(F)F)cc1Cl
  6 | 1 | 3 | 1536 | -8 | -4 | 102 | 1 | 1.1 | -0.12 | -6
CCOC(=O)Cc1c(C)c2c(C)[nH]nc2oc1=O
  18 | 1.1 | 6 | 1513 | -11 | 2 | 97 | -2 | 1.1 | nt | -4

Sorted by value in bIAP act (smallest number first): 3 from the list above
molecule | bIAP act
CCc1cccc(C)c1NC(=O)c1ccc(CN2CCc3ccccc3C2)cc1 | 0.8
O=C(NCc1cccnc1)c1ccccn1 | 1
O=C(Cn1c(=O)oc2ccccc21)N1CCOCC1 | 1.1

More records
Value order: STAT1 inh | TNAP act hiacc | STAT3 inh | TR-FRET SRC-2 ct | bIAP inh | PPARg SRC-2 ag | STAT3 activator | PPARg SRC-3 ag | bIAP act | ROMK primary | PPARg SRC-1 ag
CCOc1cccc(C(=O)NC(=S)Nc2ccccc2)c1
  -30 | 1 | -2 | 1534 | 1 | 2 | 104 | -2 | 1 | 0.063 | -2
CCC(C)(C)NC(=O)CN(C(=O)c1snc(C(N)=O)c1N)c1ccc2c(c1)OCCO2
  -7 | 1.1 | 0 | 1349 | 11 | -7 | 104 | 0 | 0.9 | -0.29 | -1
CCCCCn1c(Br)nc2c1c(=O)n(CC(N)=O)c(=O)n2C
  6 | 1.1 | -5 | 1702 | -5 | 5 | 108 | 0 | 1 | -0.085 | 5
CCCCNC(=O)/C(C#N)=C/c1ccc(F)cc1F
  -2 | 1 | 12 | 1652 | -8 | -10 | 94 | 2 | 1.1 | -7.8* | -7
CCc1ccc(-n2c(C)cc(/C=N/NC(=O)c3ccncc3)c2C)cc1
  2 | 1 | 18 | 1509 | -24 | -6 | 92 | 4 | 1.2 | 0.17 | 3
Cc1cccc(NS(=O)(=O)c2cccc([N+](=O)[O-])c2)n1
  4 | 1 | 4 | 1642 | 7 | 0 | 98 | -2 | 0.9 | 0.42 | 4
Cc1ccc2c(N)[nH]nc2n1
  1 | 1 | -13 | 1268 | 2 | -4 | 116 | 2 | 1 | -0.49 | -14
Cc1ccc(Sc2ccc(N)cc2C#N)cc1
  10 | nt | -7 | 1502 | nt | 4 | 111 | -3 | nt | nt | -4
CC1=CC(C)(C)n2c(O)c(N=NC(N)=S)c3c(C)ccc1c32
  -8 | 1 | 6 | 1722 | 10 | 2 | 94 | 6 | 0.9 | nt | -2
C=CCNc1nc(Cl)nc(Nc2ccc(OC)cc2OC)n1
  -6 | 1 | 8 | 1613 | -2 | -3 | 95 | 1 | 1 | nt | 9
COc1ccccc1OCc1cc(-c2ccccc2)no1
  -69 | 1 | 4 | 1809 | 7 | 10 | 106 | 5 | 0.9 | -0.0081 | 11
CCc1ccc(OCCNC(=O)c2cc(SC)ccc2Cl)cc1
  3 | 1 | 5 | 1551 | 6 | 2 | 101 | -1 | 0.9 | 0.067 | -3
NS(=O)(=O)c1ccc(Nc2nc(-c3ccc(O)cc3)cs2)cc1
  4 | 1 | 18 | 1463 | 3 | 2 | 87 | 5 | 1 | nt | -1
CCOc1ccccc1NC(=O)C1CCCN(S(=O)(=O)c2ccc(OC)c(C)c2)C1 (centres undefined)
  -1 | 1.1 | 2 | 1671 | 7 | 12 | 99 | -5 | 0.9 | nt | 2
CCOC(=O)C1C(=O)NC(SCC(=O)Nc2nccs2)=C(C#N)C1c1ccccc1OCC (centres undefined)
  -5 | 1 | 2 | 1548 | 10 | -2 | 100 | 2 | 0.9 | nt | 3
